KCNH2 3.1 block – KCNH2 3.1 (human) potassium channel inhibition; U2OS KCNH2 3.1, thallium flux FluxOr; stronger effect = lower value; activity change, % (tested at about 1.8 µM); actives 0.95% (n = 340,000); AID 720553;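 active = maximum activity change below -70%; inconclusive = maximum activity change from -70% to -50%; inactive = maximum activity change above -50%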;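 note: thallium influx rate constant from kinetic fluorescence after stimulation buffer; % is set by controls: 0 for no effect and ±100 for the full control effect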
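FluxOr-based Tl+ influx in U2OS cells transduced with KCNH2 3.1 virus; rate constants normalized to DMSO controls.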
KCNH2 WT inh – KCNH2 (human, wildtype) channel inhibition; Q12809; U2OS, BacMam KCNH2, thallium flux FluxOr; stronger effect = lower value; activity change, % at 1.84 µM; actives 0.37% (n = 340,000); AID 720551;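 active = maximum activity change below -70%; inconclusive = maximum activity change between -70% and -50%; inactive = maximum activity change above -50%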; note: % is set by controls: 0 for no effect and ±100 for the full control effect
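U2OS cells transduced with wild-type KCNH2 virus are loaded with FluxOr dye for 45 min, and thallium flux is measured in kinetic reads before and after stimulation buffer. Rate constants are normalized to DMSO controls.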
TRPV1 ag – agonists of human vanilloid receptor 1 (TRPV1). actives 0.19% (n = 320,000). AID 540275. TRPV1-expressing cells, Fluo-8 calcium influx, agonist mode. activation, % at 8.33 µM; in the data active = activation above about 80%; inconclusive = between about 30% and that limit; note: 0% is about no effect
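Cells expressing TRPV1 were dye-loaded with Fluo-8 and read kinetically: 10 s baseline, 3 min after compound (agonist portion), then 2 min after EC20 capsaicin (allosteric enhancer portion). Calcium-bound dye fluorescence at 480/520 nm.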
Eya2 phos inh – Eya2 (human) phosphatase inhibition; recombinant Eya2, OMFP fluorescence dephosphorylation (OMFP is methylfluorescein phosphate); Potency, µM (titrated, usually from 76.9 µM), for inactives: at the top dose activity, negative = inhibition, hits mostly inhibitors; O00167; actives 0.006% (n = 330,000); note: potency is the fitted concentration of half-maximal effect; % is set by controls: 0 for no effect and ±100 for the full control effect
Target sequence (O00167 whole entry, looked up): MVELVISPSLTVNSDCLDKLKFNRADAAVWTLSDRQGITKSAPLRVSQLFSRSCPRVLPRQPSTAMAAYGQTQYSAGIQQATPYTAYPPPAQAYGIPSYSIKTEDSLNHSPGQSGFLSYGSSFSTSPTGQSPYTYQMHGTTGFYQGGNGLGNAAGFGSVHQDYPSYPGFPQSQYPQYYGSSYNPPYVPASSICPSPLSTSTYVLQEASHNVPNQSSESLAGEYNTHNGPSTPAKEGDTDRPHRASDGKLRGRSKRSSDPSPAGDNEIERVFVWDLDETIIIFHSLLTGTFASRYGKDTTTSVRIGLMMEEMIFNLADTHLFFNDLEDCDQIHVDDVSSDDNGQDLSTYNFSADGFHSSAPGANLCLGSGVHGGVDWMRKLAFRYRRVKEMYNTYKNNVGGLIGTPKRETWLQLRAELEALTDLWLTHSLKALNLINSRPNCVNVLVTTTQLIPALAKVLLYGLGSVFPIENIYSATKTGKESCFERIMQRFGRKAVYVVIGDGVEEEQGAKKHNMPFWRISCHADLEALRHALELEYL
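Eya2 (0.2 uM) preincubated 10 min at ambient with compound, then OMFP substrate added at 50 uM; 10 min reaction in 50 mM HEPES pH 7.5, 50 mM NaCl, 5 uM MgCl2, 0.05% BSA, 1 mM DTT. Fluorescence read at Ex 485/Em 525 nm.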
USP2a block – blocks human ubiquitin-specific protease USP2a | USP2 core, Ub-CHOP2 coupled fluorogenic reporter, 485/531 | Potency, µM (top dose mostly 38.3 µM), without a hit: at the top dose activity change, negative = inhibition, hits mostly inhibitors | actives 0.01% (n = 330,000) | AID 463254;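 note: potency is the fitted concentration of half-maximal effect; plate controls were DMSO wells for no effect and full inhibition by NEM control for full effect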
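Cell-free coupled assay: 10nM USP2 core preincubated 30min RT with compound in Tris-HCl pH 8.0/CaCl2/CHAPS buffer, then 25nM Ub-CHOP2 and 25nM reporter substrate; fluorescence (Ex 485/Em 531) read after 60min RT, normalized to NEM inhibition, concentration-response curves fitted.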
Mito fusion yeast – mitochondrial division inhibition or fusion activation | AID 485298 | S. cerevisiae fusion-defective mutant growth rescue, CellTiterGlo 48 h | actives 0.23% (n = 320,000) | Potency, µM (doses to about 46.1 µM), for the others: at the top dose growth rescue (activation), usual class: activators;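 note: potency is the fitted concentration of half-maximal effect; % of control where 0% means no effect; nearly all actives have a fitted effect of over 45% in size; temperature-sensitive fusion mutants such as fzo1-1 at 37 °C on non-fermentable ethanol glycerol medium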
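Read-out: ATP-based luminescence (CellTiterGlo, 10 min ambient) reporting growth of fusion-defective ts yeast after 48 hours at 37C on glycerol/ethanol YPEG medium in the presence of compound.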
TCR activator – activators of T cell receptors | 330,000 tested, under 10 active | AID 504894 | primary human leukocytes, anti-CD3, IL-2 HTRF, 48 h | Potency, µM (top dose mostly 9.22 µM), inactives show top-dose activation of IL-2 secretion, hits mostly activators; note: % of control where 0% means no effect
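Readout: HTRF IL-2, Eu-cryptate/d2 antibody pair, 320nm excitation, 665nm emission. Stimulus: a-CD3 beads, no co-stimulation. Cells: primary human leukocytes. Exposure: 48 hr with compound.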
TSHR antagonist – antagonists of human thyroid stimulating hormone receptor | P16473 | TSHR-expressing cells, TSH-stimulated cAMP HTRF, 2 h; stronger effect = lower value | actives 0.2% (n = 330,000) | activity change, negative = inhibition, % at 11.5 µM;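 active = activity change below a set negative limit, meaning inhibition stronger than a set level, cut at about -70% in these data; inconclusive = activity change between two set negative limits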; note: % is set by controls: 0 for no effect and ±100 for the full control effect
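TSHR-expressing cells, 200/well, pre-treated with compound, then stimulated with EC80 TSH (4nM final) for 2 hours at 37 deg C. cAMP measured by competitive HTRF: anti-cAMP cryptate antibody in lysis buffer plus cAMP-d2, read after 30 minutes at room temperature.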
A-T KAP1 phos – potential ataxia-telangiectasia treatment. […] A-T fibroblasts, KAP-1 phosphorylation AlphaLISA; neocarzinostatin DNA damage 30 min before lysis. Potency, µM (top dose mostly 57.5 µM), without a hit: at the highest dose activation, hits mostly activators. actives 0.19% (n = 320,000); note: potency is the fitted concentration of half-maximal effect; % of control where 0% means no effect; nearly all actives have a fitted effect of over 45% in size
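ATM-like activity read as KAP-1 phosphorylation via AlphaLISA donor/acceptor antibody pairs after lysis and 6 hr at 25C. Cells were ATM-null patient fibroblasts ([…], hTERT), dosed 60 min, then exposed to the DSB inducer NCS for 30 min.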
ELG1 DNA repair – ELG1-dependent DNA repair inhibition; HEK293T ELG1-luciferase reporter, luminescence, 16 h; DNA damage induced by 5-fluorouridine; Potency, µM (highest dose often 46.1 µM), without a hit: top-dose activity change, negative = inhibition, actives largely listed as inhibitors; actives 2.3% (n = 330,000); AID 504467; note: potency is the fitted concentration of half-maximal effect; % is set by controls: 0 for no effect and ±100 for the full control effect; nearly all actives have a fitted effect of over 55% in size
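Overnight (16 hr) co-exposure of 2,000 cells/well to 5-fluorouridine and compound at 37 °C preceded detection. Luciferase was quantified via ONE-Glo luminescence; loss of signal denotes inhibition.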
* hit, by the source's call; ? = inconclusive; . = no result given; [ ] = dose if it differs, or a comment. Unless noted, calls come from the whole dose curve; as a rule, active = well fitted curve in the direction sought with a large enough effect; inconclusive = small, poorly fitted or top-dose-only effect, or another doubt; inactive = no such curve, though single readings can be large; an effect the other way counts as inactive or inconclusive. Not all compounds are listed, so the mix of outcomes need not match the whole.

Start of the data: the first 3 records as a preview:
Labels used below: A = KCNH2 3.1 block; B = KCNH2 WT inh; C = TRPV1 ag; D = Eya2 phos inh; E = USP2a block; F = Mito fusion yeast; G = TCR activator; H = TSHR antagonist; I = A-T KAP1 phos; J = ELG1 DNA repair
CN(CC1CCCO1)S(=O)(=O)c1ccc(C(=O)Nc2nc(-c3ccccn3)cs2)cc1 (stereo not drawn)
  A: 5	B: -4	C: 0	D: 1%	E: -1%	F: -14%	G: 15%[46.1 µM]	H: -19	I: 8%	J: ?
CC(O)c1cc2c(cc1NC(=O)c1cnn3c1NC(c1ccco1)CC3C(F)(F)F)OCO2 (stereo not drawn)
  A: -21	B: -12	C: 5	D: 4%	E: 4%	F: 7%	G: -2%	H: -12	I: -9%	J: ?
COc1ccc(CCn2c(O)cc3nn(-c4nc5ccccc5s4)c(=O)c-3c2C)cc1
  A: 5	B: -7	C: -1	D: -19%	E: ?	F: -3%	G: 1%	H: -12	I: 32%	J: ?

Main list, previewed entries included:
Labels used below: A = KCNH2 3.1 block; B = KCNH2 WT inh; C = TRPV1 ag; D = Eya2 phos inh; E = USP2a block; F = Mito fusion yeast; G = TCR activator; H = TSHR antagonist; I = A-T KAP1 phos; J = ELG1 DNA repair
CN(CC1CCCO1)S(=O)(=O)c1ccc(C(=O)Nc2nc(-c3ccccn3)cs2)cc1 (stereo not drawn)
  A: 5	B: -4	C: 0	D: 1%	E: -1%	F: -14%	G: 15%[46.1 µM]	H: -19	I: 8%	J: ?
CC(O)c1cc2c(cc1NC(=O)c1cnn3c1NC(c1ccco1)CC3C(F)(F)F)OCO2 (stereo not drawn)
  A: -21	B: -12	C: 5	D: 4%	E: 4%	F: 7%	G: -2%	H: -12	I: -9%	J: ?
COc1ccc(CCn2c(O)cc3nn(-c4nc5ccccc5s4)c(=O)c-3c2C)cc1
  A: 5	B: -7	C: -1	D: -19%	E: ?	F: -3%	G: 1%	H: -12	I: 32%	J: ?
CC1CN(C(=O)c2cccc(COc3ccc(Br)cc3)c2)CC(C)O1 (stereo not drawn)
  A: 1	B: 24	C: 11	D: 0%	E: -2%	F: 29%	G: 3%[46.1 µM]	H: -17	I: 7%	J: ?
Cc1ccc(NC(=O)c2nc[nH]c2C(=O)N[C@H](C)c2ccccc2)cc1
  A: -18	B: 3	C: ?	D: 3%	E: -2%	F: 16%	G: -17%	H: -8	I: -9%	J: -19%
COc1ccccc1NS(=O)(=O)c1ccc(/C=C/C(=O)O)cc1
  A: -2	B: 2	C: 0	D: 17%	E: 0%	F: -7%	G: 2%	H: -5	I: -4%	J: 19%
O=C(Cn1c(=O)[nH]n(-c2ccccc2)c1=O)N1CCCc2ccccc21
  A: 9	B: -11	C: 1	D: 14%	E: 1%	F: -2%	G: -4%	H: 4	I: -2%	J: -13%
CCc1ccc(C(C(=O)NCc2ccc(OC)cc2)N(CCOC)C(=O)Cc2cccs2)cc1 (stereo not drawn)
  A: -9	B: 5	C: 14	D: -15%	E: 1%	F: 1%	G: 0%	H: 8	I: 9%	J: -12%
CN(C)N=Nc1ccc(-c2cn(Cc3ccccc3)cn2)cc1
  A: -23	B: 0	C: 16	D: -5%	E: -1%	F: -13%	G: -8%	H: 3	I: -2%	J: ?
CCOC(=O)CC(NC(=O)c1ccc(C)cc1)c1ccc(C)cc1 (stereo not drawn)
  A: -16	B: -9	C: 29	D: -15%	E: 2%	F: 0%	G: 1%	H: 9	I: 5%	J: 4%
O=C(N/N=C\C=C\c1ccc([N+](=O)[O-])o1)c1cccs1
  A: 4	B: 2	C: 0	D: 4%	E: 0%	F: 2%	G: -5%	H: -28	I: 14%	J: -2%
Nc1nnn(Cc2ccccc2)n1
  A: -3	B: 6	C: -1	D: -5%	E: -3%	F: 0%	G: 4%[46.1 µM]	H: -15	I: 3%	J: -1%
Cc1ccc(S(=O)(=O)N2CCCC2)cc1C(=O)Nc1ccc(-n2cnnn2)cc1
  A: 7	B: 9	C: -1	D: -11%	E: 1%	F: -4%	G: 3%	H: 2	I: 7%	J: -9%
Cc1nc(N2CCN(S(=O)(=O)c3ccccc3)CC2)c2cc(-c3ccccc3)sc2n1
  A: -7	B: -5	C: 2	D: -44%	E: 7%	F: -1%	G: 4%	H: -12	I: 6%	J: ?
COc1cc(NC(=O)c2onc(C)c2Cl)cc(OC)c1OC
  A: -1	B: 27	C: 4	D: 0%	E: 2%	F: 1%	G: -2%	H: 2	I: -10%	J: 13%
CCn1c2ccccc2c2cc(/C=N/NC(=O)c3cccc(C)c3)ccc21
  A: -9	B: 7	C: -1	D: 3%	E: -1%	F: 2%	G: 2%	H: 13	I: -4%	J: ?
CC(=O)Nc1ccc(NC(=O)COc2cc(C)cc3oc(=O)cc(C)c23)cc1
  A: 6	B: 9	C: 0	D: 10%	E: 4%	F: 2%	G: -7%	H: -10	I: -6%	J: -2%
CCOC(=O)C1CCCN(S(=O)(=O)c2cc(Br)cc3c2N(C(C)=O)CC3)C1 (stereo not drawn)
  A: 10	B: 3	C: 0	D: -18%	E: 0%	F: 13%	G: -3%	H: -8	I: 9%	J: -15%
Cc1ccn2cc(C(=O)N3CCN(c4cnn(-c5ccccc5)c(=O)c4Cl)CC3)nc2c1
  A: -16	B: 13	C: 3	D: 3%	E: -1%	F: 11%	G: .	H: 7	I: 4%	J: 0%
O=C1CN(C(=O)COC(=O)CCc2ccccc2)c2ccccc2N1
  A: -1	B: 2	C: .	D: 2%	E: -2%	F: .	G: 6%	H: 0	I: 6%	J: 3%
COC(=O)CSc1nc2ccccc2nc1SCC(=O)OC
  A: -7	B: 14	C: 7	D: -11%	E: -1%	F: 3%	G: 4%	H: -9	I: -13%	J: 11%
COc1ccc(N2CCN(C(=O)c3cn(C)c4ccc(S(=O)(=O)N5CCOCC5)cc4c3=O)CC2)cc1
  A: -3	B: 2	C: -3	D: -11%	E: 3%	F: -2%	G: 2%	H: 3	I: 28%	J: ?
COc1ccc(CNC(=O)C2CC=CCC2C(=O)O)cc1OC (stereo not drawn)
  A: -14	B: 12	C: -1	D: 7%	E: 0%	F: 1%	G: -1%	H: 20	I: 16%	J: -19%
COc1cc(C2C(C#N)=C(C)NC3=C2C(=O)CC(C)(C)C3)ccc1O (stereo not drawn)
  A: 9	B: 12	C: -2	D: 4%	E: 4%	F: -1%	G: 5%	H: 15	I: 9%	J: ?
COC(=O)CSc1nc2ccccc2n1CC(=O)N(C(C)C)C(C)C
  A: 4	B: -31	C: -3	D: 28%	E: 2%	F: -1%	G: -4%	H: -3	I: 10%	J: 10%
Cc1ccc(NC(=O)Cc2ccc(F)cc2)cc1
  A: -19	B: 0	C: 28	D: -1%	E: -1%	F: -2%	G: -11%	H: 4	I: -4%	J: ?
CC1CC(C)CN(C(=O)c2ccc(C#N)cc2)C1 (stereo not drawn)
  A: -19	B: 7	C: -8	D: 9%	E: 5%	F: 7%	G: -72%	H: 9	I: -2%	J: 6%
COCCCN1C(=O)c2[nH]nc(-c3ccccc3O)c2C1c1cccc(Cl)c1 (stereo not drawn)
  A: -17	B: -7	C: 8	D: 10%	E: -11%	F: 4%	G: 2%	H: -9	I: 29%	J: ?
CCOc1cccc(C2c3c(oc4cc(C)c(C)cc4c3=O)C(=O)N2CCCN(C)C)c1 (stereo not drawn)
  A: .	B: .	C: -3	D: 2%	E: -11%	F: 5%	G: .	H: 25	I: 3%	J: 11%
CCN(CC)S(=O)(=O)c1ccc(C(=O)Nc2nnc(CSC)o2)cc1
  A: 6	B: 11	C: 0	D: -2%	E: -1%	F: -1%	G: -1%	H: -5	I: 0%	J: ?
Cc1cccc(C)c1NC(=O)CN(C)C(=O)CN1C(=O)NC(C)(C)C1=O
  A: 8	B: 15	C: 0	D: 0%	E: 0%	F: 0%	G: 0%	H: 1	I: 8%	J: 19%
CCN1C(=O)[C@H]2[C@@H](c3ccc(Cl)cc3)N3C(=O)CN(CCOC)C(=O)[C@@]3(Cc3ccccc3)[C@H]2C1=O
  A: 4	B: -6	C: 3	D: 10%	E: 0%	F: 0%	G: 8%	H: 0	I: -4%	J: 20%
CC(=O)Nc1ccc(C(=O)OCC(=O)N2CCC(Cc3ccccc3)CC2)cc1
  A: 0	B: -1	C: 14	D: -16%	E: 0%	F: 5%	G: 6%	H: -13	I: 8%	J: 6.5µM*
O=C(CSc1nc2ccsc2c(=O)n1-c1ccccc1)N1CCCC1
  A: 19	B: -5	C: -2	D: 27%	E: -2%	F: 4%	G: .	H: 6	I: 4%	J: 15%
COc1ccc(-n2nnc3c(SCC(=O)c4ccccc4)ncnc32)cc1
  A: 18	B: 11	C: 2	D: 12%	E: 1%	F: 3%	G: 0%	H: -23	I: 1%	J: 23%
Cc1cn(C(=O)c2cccc(Br)c2)c(C)n1
  A: 1	B: -48	C: 8	D: 24%	E: -1%	F: 1%	G: -9%	H: 2	I: .	J: 8%
